# Screening data as filed in PubChem BioAssay.
# GLD-1 TGE inh – GLD-1-TGE RNA interaction inhibition (C. elegans); Q17339; purified GLD-1 + fluorescein TGE RNA, fluorescence polarization; inhibition, % at 5.96 µM; 0.44% of 320,000 active;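 active = percent inhibition above a per-plate cutoff, the plate mean of test compounds plus 3 SD, cut at about 30% in these data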;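 note: 0% = DMSO wells with GLD-1 and probe and 100% = wells lacking GLD-1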
# Target sequence (Q17339 whole entry, looked up): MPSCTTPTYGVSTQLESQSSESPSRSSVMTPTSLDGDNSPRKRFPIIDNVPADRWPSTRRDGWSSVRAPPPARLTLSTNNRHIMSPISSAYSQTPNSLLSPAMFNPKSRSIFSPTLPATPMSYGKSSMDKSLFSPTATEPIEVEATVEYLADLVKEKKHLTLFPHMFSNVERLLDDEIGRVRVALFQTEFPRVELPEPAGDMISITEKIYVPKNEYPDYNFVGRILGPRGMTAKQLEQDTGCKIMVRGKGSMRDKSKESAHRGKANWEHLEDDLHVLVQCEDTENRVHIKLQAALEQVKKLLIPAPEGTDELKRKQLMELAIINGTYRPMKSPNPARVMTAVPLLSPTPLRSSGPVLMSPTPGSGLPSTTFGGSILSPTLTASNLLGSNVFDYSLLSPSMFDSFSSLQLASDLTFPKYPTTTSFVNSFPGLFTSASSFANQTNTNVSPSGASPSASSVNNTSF
# PME-1 primary – PME-1 (human) inhibition | recombinant PME-1, FP-Rh probe fluorescence polarization | inhibition, % at 5.9 µM | 0.53% of 320,000 active;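 active = inhibition above the campaign mean of all compounds plus 3 SD, cut at about 26% in these data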;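 note: competitive labeling of PME-1 active site by serine hydrolase directed probe; 0% = PME-1 with DMSO and 100% = wells lacking PME-1 enzyme; inhibitors block probe labeling so polarization falls and inhibition rises; many of its hits are not listed in these tables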
# VLA-4 inh – inhibition in a human VLA-4 binding assay. P13612. inhibition, % (about 7 µM as worked out from the volumes in the protocol). AID 2557. 0.2% of 330,000 active. VLA-4 expressing cells, ligand binding flow cytometry; in the data active = inhibition above about 50%
# Fam108B inh – Fam108B inhibition, counter-screen for RBBP9 inhibitors; recombinant Fam108B, FP-Rh probe fluorescence polarization; inhibition, % at 9.51 µM; 0.33% of 300,000 active; AID 1947;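 active = inhibition above the screen mean inhibition plus 3 SD, computed separately per campaign, cut at about 18% in these data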;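 note: inhibitors lower polarization as less probe binds the enzyme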
# MCL1-BIM inh – inhibitors of human MCL1 binding to BIM-BH3 peptide; Q07820; GST-MCL1 / FITC-Bim-BH3 fluorescence polarization; inhibition, % at 10.9 µM; 0.68% of 320,000 active; AID 2057;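 active = inhibition above the mean inhibition of all tested compounds plus 3 SD, set per campaign, cut at about 40% in these data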;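 note: 0% = DMSO wells and 100% = unlabeled Bim-BH3 peptide control; higher means more loss of mP so more displacement of Bim peptide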
# GRK2 aptamer HTS – inhibitors of human GRK2 displacing RNA aptamer | bead flow cytometry, FAM-aptamer displacement from GRK2 | inhibition of aptamer binding, % at 10 µM | AID 488847 | P25098 | 0.59% of 330,000 active;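 active = inhibition of aptamer binding above 40%, roughly 3 SD of noise, on plates passing a quality check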;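 note: median bead fluorescence of bound FAM aptamer so fluorescent compounds give negative values; no value below 0 was filed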
# Bcl-xL primary – inhibitors of human Bcl-xL. GST-Bcl-xL / FITC-Bim BH3 peptide fluorescence polarization. 0.7% of 320,000 active. AID 2129. Q07817. inhibition, % at 10.9 µM;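 active = inhibition above the mean of all tested compounds plus 3 SD, cutoff set per campaign, cut at about 30% in these data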;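 note: 0% = DMSO wells and 100% = unlabeled Bim-BH3 peptide competitor; inhibitors lower millipolarization by displacing the labeled peptide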
# MEX-5 binding – C. elegans MEX-5 TCR-2 RNA binding activity. Q9XUB2. 0.38% of 300,000 active. activity score (negative = inhibition of binding), % at 10 µM. MEX-5/FITC-TCR2 RNA binding, fluorescence polarization; hits give low values;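 active = inhibition past about -25% in most replicates, and total fluorescence under double the plate's negative control median, limit read from the data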;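 note: 0% = DMSO and -100% = 5 µM competing unlabeled TCR2 RNA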
# Target sequence (Q9XUB2 whole entry, looked up): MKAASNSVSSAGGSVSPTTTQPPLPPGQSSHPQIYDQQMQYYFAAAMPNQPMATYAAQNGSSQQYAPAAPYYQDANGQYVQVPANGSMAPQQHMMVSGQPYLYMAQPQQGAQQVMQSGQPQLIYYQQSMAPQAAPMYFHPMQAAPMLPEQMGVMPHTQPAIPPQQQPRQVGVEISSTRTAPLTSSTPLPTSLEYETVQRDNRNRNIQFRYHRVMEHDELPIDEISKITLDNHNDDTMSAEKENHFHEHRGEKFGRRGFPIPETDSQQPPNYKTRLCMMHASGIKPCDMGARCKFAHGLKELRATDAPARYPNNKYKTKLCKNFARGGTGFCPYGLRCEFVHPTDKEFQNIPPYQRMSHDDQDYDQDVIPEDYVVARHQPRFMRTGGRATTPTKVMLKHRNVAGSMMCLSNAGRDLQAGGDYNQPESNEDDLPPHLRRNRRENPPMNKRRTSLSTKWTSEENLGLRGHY
# Efflux pump inh – inhibitors of Candida antifungal efflux pumps expressed in yeast; S. cerevisiae Candida pump triplex, Nile Red efflux; inhibition, % at 10 µM; 0.44% of 330,000 active; AID 485275;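 active = plate passing quality check with inhibition over a set limit, or well fluorescence over plate mean plus 4 SD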;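 note: Nile Red retained in pooled yeast measured as flow cytometry median fluorescence; 0% = buffer negative control and 100% = Enniatin B positive control; higher means more Nile Red kept so more efflux inhibition; some compounds called inactive have numbers as strong as hits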
# Active calls of the source: *; nt = not tested or not shown.
SMILES,GLD-1 TGE inh,PME-1 primary,VLA-4 inh,Fam108B inh,MCL1-BIM inh,GRK2 aptamer HTS,Bcl-xL primary,MEX-5 binding,Efflux pump inh
CN1CCN(c2ccc(NC(=O)CSc3nnnn3-c3ccccc3F)cc2)CC1,-2,0,13,3,-2,6,5,-0.2,0.1
CN(c1ccc(F)cc1)S(=O)(=O)c1ccc(Cl)c(C(=O)NC2(C)CCS(=O)(=O)C2)c1 (stereo not given),-1,5,-16,nt,-9,2,-7,nt,-0.2
COc1ccc(NC(=O)CSc2nnc3ccc(-c4ccncc4)nn23)cc1OC,-3,3,4,5,0,0,2,0.0,0.0
Clc1ccc(CNC2CCCC2)c(Cl)c1,-1,-1,-7,-3,4,4,5,2.9,-0.3
COCCn1nnnc1SCC(=O)N1CCCCC1,-1,-6,8,-3,0,0,-3,-1.6,0.3
Cc1ccccc1CNC(=O)c1ccc(Cl)c([N+](=O)[O-])c1,-1,1,27,1,2,2,3,1.6,0.1
Nc1c(N(Cc2ccco2)C(=O)COc2ccccc2Cl)c(=O)[nH]c(=O)n1Cc1ccccc1,2,-11,0,nt,-3,7,0,nt,0.0
CC(=O)N/C(=C\c1ccc(Br)s1)C(=O)O,8,-1,0,-3,6,4,4,0.0,-0.1
O=C(Nc1cccc(Cl)c1)OCc1cn(-c2ccc(Cl)cc2)nn1,3,-9,24,-6,-4,0,-2,1.5,0.0
CCC(=O)Nc1nnc(S(=O)(=O)N2CCCC2)s1,2,-7,4,-2,4,3,1,1.6,-0.1
CCCC(=O)NC(=S)Nc1ccc(CN2CCOCC2)cc1,3,6,6,-1,9,4,8,-0.6,0.0
O=C1CN(C(=O)COC(=O)c2ccc(N3CCCCCC3)c([N+](=O)[O-])c2)c2ccccc2N1,-1,-2,4,0,-3,0,3,-0.8,0.2
Cc1ccnc(N2C3CCC2CC(O)(c2ccccc2)C3)n1 (stereo not given),6,3,7,-6,3,0,4,0.3,-0.1
CCCCSc1cc(=O)n(-c2ccccc2)nc1C(=O)OCC,6,0,3,1,-2,0,4,1.8,0.1
COc1ccc(OC)c(C(=O)NC(CC(N)=O)c2ccc(NCc3ccccn3)c([N+](=O)[O-])c2)c1 (stereo not given),-1,0,-7,-2,4,0,2,-0.7,0.0
Nc1nc(CSC(=S)N2CCCCC2)nc(Nc2ccccc2)n1,12,0,2,0,6,2,4,-5.0,-0.1
c1ccc(OCCOCCN2CCN(C(c3ccccc3)c3ccccc3)CC2)cc1,-1,5,-20,-2,7,0,6,2.2,0.3
CC(C)(C)NC(=O)CN(C(=O)Cn1nnc(-c2ccc(Cl)cc2)n1)C1CCN(Cc2ccccc2)CC1,-4,7,12,-1,8,0,3,1.8,-0.1
c1ccc(-c2csc(-c3ccncc3)n2)cc1,1,-5,-11,-3,-1,1,1,nt,0.2
O=C(c1cc2ccccc2o1)N1CCN(S(=O)(=O)c2ccc(F)c(F)c2F)CC1,2,-6,-11,nt,-9,0,-6,nt,0.0
COc1cccc(C(=O)NNC(=O)C(=O)Nc2ccc(C)c(Cl)c2)c1,-4,-1,-5,2,-1,0,-3,2.2,-0.1
OCC(CO)(CO)NC(=S)Nc1cc(Cl)cc(Cl)c1,-1,-1,5,2,9,1,11,-4.5,0.0
O=C(Nc1ccc(F)cc1)Nc1nnc(COc2ccccc2F)s1,7,-62,0,-20,-4,6,-1,-3.8,-0.4
C/C(=N\Nc1ccc([N+](=O)[O-])cc1)c1ccc2c(c1)OCO2,-9,7,2,-2,-95,1,-33,1.2,0.0

# In a second layout: results already given.
# Every second line gives: GLD-1 TGE inh, PME-1 primary, VLA-4 inh, Fam108B inh, MCL1-BIM inh, GRK2 aptamer HTS, Bcl-xL primary, MEX-5 binding, Efflux pump inh
- CCCC(=O)NC(=S)Nc1ccc(CN2CCOCC2)cc1
    3, 6, 6, -1, 9, 4, 8, -0.6, 0.0
- O=C1CN(C(=O)COC(=O)c2ccc(N3CCCCCC3)c([N+](=O)[O-])c2)c2ccccc2N1
    -1, -2, 4, 0, -3, 0, 3, -0.8, 0.2

# The list goes on:
SMILES,GLD-1 TGE inh,PME-1 primary,VLA-4 inh,Fam108B inh,MCL1-BIM inh,GRK2 aptamer HTS,Bcl-xL primary,MEX-5 binding,Efflux pump inh
CCCCNC(=O)CNC(=S)N(Cc1cc(OC)c(OC)c(OC)c1)C1CCCC1,3,-5,6,-2,7,0,4,1.0,0.1
COc1ccc(C(O)c2nc3ccccc3s2)cc1 (stereo not given),1,-2,15,-2,3,1,2,3.7,0.0
O=C(CCNC(=O)c1ccco1)Nc1ccc(OC(F)F)cc1,9,0,-10,1,-15,0,-4,1.1,-0.2
C=C(C)c1ccc(C(C)(C)NC(=O)NCc2ccco2)cc1,-4,1,24,2,4,0,1,-1.9,0.1
CC(=O)c1sc(NC(=O)COc2ccc(Cl)cc2C)nc1C,-5,-6,0,-1,-3,0,-5,1.3,0.0
CC(SCc1nc2sc3c(c2c(=O)[nH]1)CCCC3)C(=O)Nc1ccccn1 (stereo not given),-10,-6,-48,-1,-13,0,-7,-9.3,-0.2
O=C(CSc1nnc2n1CCCN2)c1ccc(Cl)cc1,2,4,10,0,-5,0,2,-0.1,-0.3
CCN(C(=O)Cc1ccc(NC2=NC3CS(=O)(=O)CC3S2)cc1)c1ccccc1 (stereo not given),1,5,-5,0,6,3,1,1.5,0.9
C=CCNC(NC(=O)c1ccccc1)(C(=O)OCC)C(F)(F)F (stereo not given),8,-2,14,-3,6,0,1,1.8,-0.1
COc1ccc(C(=O)N(C)C2CCCCC2)cc1S(=O)(=O)N1CCOCC1,3,5,9,nt,5,1,5,nt,0.0
COc1cccc(C2=NOC(C(=O)Nc3cccc(C(C)=O)c3)C2)c1OC (stereo not given),5,-2,6,0,3,16,3,0.8,-0.2
Cc1ccccc1S(=O)Cc1ccc(C(=O)N2CCN(C(=O)c3ccco3)CC2)o1 (stereo not given),4,-4,3,2,4,0,5,-1.9,-0.1
CCn1c(CNC(=O)c2ccco2)nnc1SCC(=O)c1ccccc1,-4,0,19,-3,4,0,-2,2.7,0.9
COc1ccc(C(=O)Nc2ccc(S(=O)(=O)Nc3onc(C)c3C)cc2)cc1OC,-6,0,-17,13,1,1,6,0.4,0.0
O=C(Nc1cccc2ccccc12)N1CCN(c2ncccn2)CC1,1,2,-2,-1,1,1,4,3.5,-0.1
O=c1cc(C(Cl)(Cl)Cl)oc2c1ccc1ccccc12,5,-10,-3,0,4,12,5,-0.8,0.0
CC(=O)Nc1ccc(NC(=O)COc2ccc3c(c2)CCC3)cc1,-4,-36,-7,-1,-4,0,-3,-0.8,-0.1
COc1ccc(CCNC(=O)C(C)c2ccc([N+](=O)[O-])cc2)cc1 (stereo not given),1,4,30,1,15,0,4,2.0,0.3
COc1ccc(-c2oc3ncnc(NCCCN4CCOCC4)c3c2-c2ccc(OC)cc2)cc1,4,-2,-10,4,1,0,3,-2.4,-0.2
O=C(O)CC(Cc1ccccc1)(C(=O)O)c1ccccc1 (stereo not given),5,-1,17,-1,2,0,1,-0.9,0.0
CCCC(O)(c1ccc(Cl)cc1)C(CN1CCOCC1)c1ccc(Cl)cc1 (stereo not given),0,1,0,2,5,1,6,0.4,0.1
CC(C)Cn1c(C23CC4CC(CC(C4)C2)C3)n[nH]c1=S,4,-11,-13,-1,-2,6,-15,-1.0,0.0
CN(C)/C=C1\NC(=S)N(c2ccc(Cl)cc2)C1=O,-4,-3,-3,-7,30,5,-2,6.1,0.0
COc1cccc(C(=O)O[C@H]2[C@H](Cc3ccccc3)NS(=O)(=O)[C@H]3C[C@@H]4C=C[C@]23O4)c1,-2,nt,17,nt,nt,14,nt,nt,0.4
Cc1cc(C(=O)Nc2ccccc2C(=O)N2CCCCC2)ccc1[N+](=O)[O-],-7,6,-4,3,10,1,0,2.1,-0.2
COC(=O)c1cc2c(cc1Cl)SC(=NCCCN1CCOCC1)NS2(=O)=O,3,3,1,-4,3,4,4,-1.1,0.1
COCCn1c(-c2ccc(C#N)cc2)nc2c1c(=O)[nH]c(=O)n2Cc1ccccc1,3,0,31,-4,-4,0,-1,3.0,0.0
CCC(C)NS(=O)(=O)c1ccc(NC(=O)C2CCCO2)cc1 (stereo not given),-4,2,11,-3,-2,7,3,2.7,0.1
CN(C)CCCNCCCNC(=O)/C=N/O,0,4,10,4,-5,6,1,-1.1,-0.1
COc1ccc(C(=O)NCCc2nnc3ccc(SCC(=O)N4CCOCC4)nn23)cc1,-2,-1,9,-4,-5,0,-2,0.6,0.0
Nc1ccc(N2CCOCC2)c2nonc12,-2,25,8,9,6,1,10,-0.6,-0.1
CC1CCCCC12NC(=O)N(CC(=O)c1ccc3c(c1)OCO3)C2=O (stereo not given),3,-2,3,0,2,2,6,-1.4,0.0
COc1ccc(S(=O)(=O)NC2CC(=O)N(c3ccc4c(c3)OCCO4)C2)cc1 (stereo not given),4,3,4,3,-2,10,6,0.3,0.0
COc1ccc(-c2csc(CCn3nc(C)cc3C)n2)cc1,6,6,-5,1,2,0,4,-1.1,0.0
CN(C)c1ccc(CNS(=O)(=O)c2ccc3c(c2)NC(=O)CS3)cc1,8,-6,-1,-2,6,0,2,2.5,0.8
CCCCCn1c(NC(=O)c2ccco2)c(S(=O)(=O)c2ccc(C)cc2)c2nc3ccccc3nc21,1,2,10,-3,2,4,7,-2.0,0.0
Cc1ccccc1S(=O)(=O)Cc1ccc(C(=O)N2CCN(c3ccc(F)cc3)CC2)o1,2,0,3,-1,2,0,2,0.2,-0.2
CCOC(=O)c1sc(NS(=O)(=O)c2ccc(NC(C)=O)cc2)nc1C,4,-9,7,6,9,4,7,-1.1,0.0
O=[N+]([O-])c1cccc(NC(=S)Nc2nc(-c3ccccc3Cl)cs2)c1,-9,-2,2,11,19,2,9,-2.2,-0.1
O=C(CNC(=O)c1cccc(F)c1)N/N=C/c1cc(Br)ccc1OCc1ccccc1,-4,-56,5,-32,10,0,0,-0.1,0.1

# Seven consecutive records from above, quoted:
SMILES,GLD-1 TGE inh,PME-1 primary,VLA-4 inh,Fam108B inh,MCL1-BIM inh,GRK2 aptamer HTS,Bcl-xL primary,MEX-5 binding,Efflux pump inh
Nc1ccc(N2CCOCC2)c2nonc12,-2,25,8,9,6,1,10,-0.6,-0.1
CC1CCCCC12NC(=O)N(CC(=O)c1ccc3c(c1)OCO3)C2=O (stereo not given),3,-2,3,0,2,2,6,-1.4,0.0
COc1ccc(S(=O)(=O)NC2CC(=O)N(c3ccc4c(c3)OCCO4)C2)cc1 (stereo not given),4,3,4,3,-2,10,6,0.3,0.0
COc1ccc(-c2csc(CCn3nc(C)cc3C)n2)cc1,6,6,-5,1,2,0,4,-1.1,0.0
CN(C)c1ccc(CNS(=O)(=O)c2ccc3c(c2)NC(=O)CS3)cc1,8,-6,-1,-2,6,0,2,2.5,0.8
CCCCCn1c(NC(=O)c2ccco2)c(S(=O)(=O)c2ccc(C)cc2)c2nc3ccccc3nc21,1,2,10,-3,2,4,7,-2.0,0.0
Cc1ccccc1S(=O)(=O)Cc1ccc(C(=O)N2CCN(c3ccc(F)cc3)CC2)o1,2,0,3,-1,2,0,2,0.2,-0.2

# Not all compounds are listed, so the mix of outcomes need not match the whole.
